PABP1 MLLE inh: inhibitors of microRNA-mediated deadenylation, human PABP1 MLLE binding. P11940. GST-MLLE / FITC-PAM2 fluorescence polarization. inhibition, % at 20 µM. actives 0.36% (n = 360,000). AID 588489; in the data active = inhibition above about 35%, passing the limit was not always enough;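 also: plate controls were DMSO wells with GST-MLLE for no effect and wells lacking GST-MLLE protein for full effect; some results filed as inactive read as strong as hits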
CendR NRP1 mod: NRP-1/CendR interaction modulation | actives 0.85% (n = 360,000) | O14786 | FAM-RPARPAR peptide binding to NRP-1, fluorescence polarization | inhibition, % at 25 µM;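 active = inhibition or corrected inhibition above about 18%, plus a signal ratio from 0.5 to 1.5, limit read from the data, passing the limit was not always enough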; also: strong numbers were not always called active
E coli Lon inh: inhibitors of E. coli Lon protease; purified E. coli Lon protease, fluorescence polarization; P0A9M0; inhibition, % at 7.94 µM; actives 0.42% (n = 360,000); in the data active = inhibition above about 13%, passing the limit was not always enough;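 also: 0% = enzyme with probe and DMSO and 100% = no enzyme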
bovine MsrA act: bovine methionine sulfoxide reductase A activation; purified bovine MsrA, absorbance read-out; activation, % at 10.6 µM; actives 0.3% (n = 360,000); AID 602163; in the data active = activation above about 7.5%;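 also: 0% = vehicle and 100% = reference activator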
FAS TE block: FAS thioesterase (human) inhibition. P49327. actives 0.67% (n = 360,000). recombinant FAS-TE, OMFH fluorogenic substrate, fluorescence endpoint. inhibition, % at 15 µM;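 active = compounds whose normalised, plate-corrected inhibition of enzyme fluorescence in the single-dose primary screen is 50% or more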;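 also: 0% = DMSO with enzyme and 100% = substrate without enzyme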
Tb MetRS inh: Trypanosoma brucei MetRS inhibition. purified T. brucei MetRS, ATP depletion, Kinase-Glo luminescence. inhibition, % at 11.9 µM. actives 0.4% (n = 360,000). AID 624268;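 active = inhibition above a per-plate cutoff of the control wells' mean inhibition plus 3 SD, cut at about 5.5% in these data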;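 also: 0% = DMSO wells median and 100% = median of wells with control inhibitor compound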
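Material: parasite MetRS enzyme / Replication: singlicate, one well per compound / Signal: luminescence of leftover ATP / Schedule: 2 h aminoacylation at 25 °C after 15 min preincubation / Medium: HEPES-MgCl2-KCl buffer plus DTT, spermine, BSA, pyrophosphatase / Doses: 11.9 µM single point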
MT1-MMP act inh: blocks activation of human MT1-MMP. GFP/RFP ratio change, % at 20 µM. P50281. actives 0.061% (n = 360,000). HT1080 RFP-PRO-GFP cells, GFP/RFP ratio fluorescence, overnight; percent of plate control window, DMSO zero;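 active = GFP/RFP ratio change of at least 30% with cell ATP level not reduced by more than half and red fluorescence within 50% of control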; also: strong numbers were not always called active
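Assay system: RFP-PRO-GFP reporter HT1080 cells; read-out basis: GFP/RFP fluorescence ratio; benchmarks: DMSO wells and RFP-L50D-GFP cells; doses: 20 µM single dose, 1% DMSO; schedule: overnight cell settling, then overnight compound exposure, 37 °C, 5% CO2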
MsrA inh: inhibitors of bovine MsrA. AID 651718. purified bovine MsrA, absorbance read-out. inhibition, % at 15.5 µM. actives 0.75% (n = 360,000); in the data active = inhibition above about 4.5%;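 also: 0% = vehicle wells with enzyme and 100% = reference inhibitor wells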
SKN-1 inh: blocks SKN-1 activity in C. elegans; inhibition, % at 21.8 µM; actives 0.49% (n = 360,000); C. elegans VP596 Pgst-4::GFP/RFP ratio, acrylamide-induced, 24 h; AID 624304;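 active = interference check ratio from 0.5 to 1.5 plus GFP to RFP signal ratio inhibition reaching or exceeding a fixed threshold, cut at about 30% in these data, passing the limit was not always enough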; also: some compounds called inactive have numbers as strong as hits
* marks the source's active call; other numbers are inactive results; nt = no result given.

SMILES	PABP1 MLLE inh	CendR NRP1 mod	E coli Lon inh	bovine MsrA act	FAS TE block	Tb MetRS inh	MT1-MMP act inh	MsrA inh	SKN-1 inh
O=C(N/N=C/c1cccs1)[C@H]1C[C@@H]1c1ccccc1	-6	-4	-8	-3	-6	-0.4	0	1.1	10
CCOc1ccc(S(=O)(=O)N2CCN(C(=O)Cc3ccc(S(=O)(=O)N4CCOCC4)s3)CC2)cc1	-2	-26	1	-6	23	-0.6	-3	0.7	-6
COc1ccc(C)cc1NC(=O)CSc1ccc(-c2cccnc2)nn1	-8	-16	-11	-4	2	-0.5	-3	-0.1	2
COc1ccccc1NC(=O)/C(=C/c1cccs1)NC(=O)c1ccco1	3	4	8	-4	-5	-0.4	2	2.2	12
CCCCOc1ccc(NC(=O)CSc2cccc3cccnc23)cc1	9	1	-5	-1	15	-0.3	0	-0.9	1
O=C(Nc1cccc(-c2nn[nH]n2)c1)c1cccs1	3	13	3	-2	-6	0.6	0	-0.8	11
CCOc1ccc2[nH]c(=O)c(C(c3nnnn3CCOC)N3CCOCC3)cc2c1 (stereo unspecified)	2	4	2	-1	-9	0.1	6	-0.5	16
CCCN(CCC)c1nc(N)nc(-c2cc(Cl)ccc2OC)n1	-8	15	1	-14	7	-1.5	1	0.1	2
CC12CCCC(=O)C1CCC(=Cc1ccco1)C2=O (stereo unspecified)	3	-6	17	-5	-6	-0.2	-2	3.2	10
CCOc1ccc(S(=O)(=O)NCc2ccc(C)cc2)c2cccnc12	4	-9	1	1	-3	0.7	1	2.5	7
O=C(Cc1sc(Nc2ccccc2)nc1-c1ccccc1)NCc1ccccn1	1	-16	-24	-3	-3	-0.2	-6	0.1	7
COc1ccc(CNC(=O)C2CCCN2C(=O)NC2CCCCC2)cc1 (stereo unspecified)	0	-1	4	0	-5	0.1	1	1.8	-2
COc1ccc(OCCC(=O)OCC(=O)NCc2ccccc2OC)cc1	-43	7	-9	-1	-4	-0.1	3	-0.9	-9
CCOc1cc(/C=N/Nc2ccccc2Cl)ccc1OCC(=O)O	5	-8	-4	-2	-7	1.0	0	0.9	2
O=C(COC(=O)CSc1ccc(F)cc1)NCc1ccco1	14	-3	-6	-9	0	-0.4	1	0.4	-13
O=C(CSc1ncn[nH]1)NCc1ccc2c(c1)OCO2	-22	4	3	-2	-4	0.5	2	0.0	8
Cc1ccc(Oc2ccc(NC(=O)CCC(=O)OCC(=O)c3cccs3)cc2)cc1C	-5	11	-7	-6	8	-1.0	1	-0.8	11
CC12CC(O)C3c4ccc(O)cc4CCC3C1CCC2=O (stereo unspecified)	11	-3	-5	-1	-3	-0.6	2	-0.3	4
COc1ccc(OCC(=O)Nc2ccc3oc(-c4ccncc4)nc3c2)cc1	-35	-17	-2	-4	-16	-0.3	0	1.3	-4
CC(C)CC(=O)NC(c1ccccc1Cl)c1c(O)ccc2ccccc12 (stereo unspecified)	7	5	-8	-9	3	-0.2	-26	-0.6	-3
COC(=O)C1=C(C)NC(C)=C(C(=O)O[C@@H]2CCCN(Cc3ccccc3)C2)[C@@H]1c1cccc([N+](=O)[O-])c1	-2	6	-2	0	38	-0.5	-21	1.1	20
CCOC(=O)c1c(CN(CC)CC)n(-c2ccccc2)c2ccc(O)cc12	1	-6	-4	-2	-1	-0.6	0	-0.3	10
Nc1c(-c2ccccc2)cnc2cc(-c3ccccc3)nn12	-1	5	3	0	2	-0.3	8	-0.1	-1
CC(C)N(C(=S)NC1CC2CCC1C2)c1ccccc1 (stereo unspecified)	-40	6	6	-2	11	0.2	0	-0.9	5
Cc1ccccc1CN1CCN(CC2CC3C=CC2C3)CC1 (stereo unspecified)	4	-1	3	2	-8	-0.4	2	-0.2	-5
CCOc1ccc(CN(C)C(=O)NNC(=O)c2ccc(C)cc2)cc1OC	-20	0	-5	-10	-9	-0.9	2	-0.9	-15
Cc1ccc(C)c(N2CCN(C(=O)c3ccc(CSc4nc5ccncc5[nH]4)cc3)CC2)c1	-8	-1	-7	0	-43	-0.1	0	-0.5	12
Cc1cnc(CN2CCCC(C(=O)c3ccc4c5c(cccc35)CC4)C2)[nH]1 (stereo unspecified)	-5	-6	3	-2	-6	-0.5	2	0.3	7
COc1ccc(N2CCN(C(=O)NCc3cccc(OC)c3)CC2)cc1	-7	8	-5	0	-6	0.1	1	-0.1	3
Cc1cccc(NC(=S)NCCC(C)C)c1	-26	-2	9	-6	2	-1.1	-3	0.5	8
Cc1ccc(Cl)cc1NS(=O)(=O)N1CCOCC1	-13	4	-1	-1	-5	-0.5	-2	-1.0	12
O=C(NCCN1CCC(n2c(=O)[nH]c3ccccc32)CC1)c1cccnc1	nt	2	-5	-3	-11	-0.5	4	-0.6	-8
COc1ccc(NS(=O)(=O)c2cc(NC(=O)C3CC3)ccc2N2CCOCC2)cc1	-6	-6	-9	-5	4	-0.2	1	0.5	10
O=S(=O)(/N=C(/Nc1cccc2ccccc12)c1ccccc1)c1cccs1	12	3	2	-1	9	0.3	-4	0.2	-15
Cc1c(CCC(=O)N[C@@H](C)C(=O)O)c(=O)oc2cc3oc4c(c3cc12)CCCC4	3	-4	-2	-13	0	-1.9	-2	1.1	-6
CCOC1=C2CN(S(=O)(=O)c3ccc(C)cc3)C(c3ccc(CC)cc3)CC2N(S(=O)(=O)c2ccc(C)cc2)C(c2ccc(CC)cc2)C1 (stereo unspecified)	nt	-1	nt	nt	nt	0.1	7	-0.1	10
COc1ccccc1-c1nnc(SCC(=O)N2CCOCC2)n1-c1ccccc1	-26	1	-4	-1	-4	-0.3	-3	0.5	2
O=C(CSc1nc2ccccc2c(=O)n1Cc1ccco1)N1CCN(c2ccccc2)CC1	-7	-7	-2	-2	19	-1.1	6	-0.5	3
C=C1c2cccc(OC)c2O[C@H](C(=O)OCC)[C@@H]1CCCCCC	-74	14	-3	-2	21	-0.6	0	nt	-2
O=c1cnnc(Nc2ccc(F)cc2)[nH]1	3	5	2	-1	-7	0.9	0	-0.3	6
Cn1nc(C2CC2)cc1NC(=O)C1(C)CCN1C(=O)CC(c1ccccc1)c1ccccc1 (stereo unspecified)	-11	-8	-5	-1	3	-0.1	-1	-1.7	6
O=C(Nc1ccc(OC(F)F)c(Cl)c1)C(c1ccccc1)c1ccccc1	9	6	2	-12	46	-1.5	3	-0.2	3
CSc1ccccc1NC(=O)c1ccncc1	-6	10	1	1	-6	-0.1	-2	0.7	8
O=C(NC(c1ccccc1)C(Cl)Cl)c1ccccc1 (stereo unspecified)	-5	1	2	-4	-7	-0.3	1	-0.5	5
O=C(C[C@H]1C[C@H](C(=O)N2CCOCC2)[C@@]2(CCC3CCCC3)c3[nH]c4cc(-c5ccco5)ccc4c3CCN2C1=O)NCC12CC3CC(CC(C3)C1)C2	-10	-10	-3	-4	30	0.0	-14	2.2	-5
COc1cc(Br)cc(CN2CCN(C/C=C/c3ccccc3)CC2)c1O	7	-2	0	-2	-1	-0.1	5	-0.8	0
Cc1nn2c(-c3ccc(Cl)cc3)ccnc2c1-c1ccccc1	-1	-5	2	-2	21	-0.2	7	0.6	-5
Cc1cc(OCCCC(=O)Nc2nnc(C3CC3)s2)ccc1Cl	-1	6	2	1	-2	-0.5	4	-1.0	-12
COc1ccc(S(=O)(=O)N2CCC(N3CCN(c4ccccc4OC)CC3)CC2)cc1	-4	3	-1	0	-2	-0.3	4	-0.1	10
Cc1ccn2c(=O)nc(SCC(=O)NCCc3ccccc3)nc2c1	7	-4	-3	-2	-2	-0.3	-2	1.6	6
C/C(=N\NC(=O)c1cc(C(C)C)[nH]n1)c1ccco1	-8	-7	2	-5	-11	-0.4	3	2.2	0
CCC(C)[C@H](NC(=O)N1CCC(C)CC1)C(=O)OC (stereo partly specified)	1	-1	3	14*	-8	-0.2	0	0.6	-9
C/C(CC(=O)Nc1cc(Cl)ccc1C)=N\NC(N)=O	1	12	-3	-4	-5	0.1	3	1.9	-7
O=C(COC(=O)[C@@H]1CC(O)CN1S(=O)(=O)c1ccc(Cl)cc1)NC(=O)NCc1ccccc1 (stereo partly specified)	-28	-5	-11	-1	-2	-0.4	0	0.0	12
Cc1ccc(C(=O)NC(=S)Nc2cccc(NC(=O)c3ccccc3Cl)c2)cc1[N+](=O)[O-]	32	-2	-4	-4	24	0.0	3	1.1	3
O=C(c1cccc(C(F)(F)F)c1)C1CCCN(Cc2cccc(OCCO)c2)C1 (stereo unspecified)	1	-1	10	-13	-10	-0.9	2	-0.7	3
COc1ccc2c3n([n+]([O-])c2c1)CCN=C3c1ccc(C)cc1	-6	-52	14	-8	-1	-0.4	-2	0.8	11
Cc1cc(OC(=O)c2ccccc2F)c([N+](=O)[O-])c(=O)[nH]1	5	7	-4	-2	-6	0.0	4	-0.6	14
CCNC(=S)Nc1ccc(N(c2ccccc2)C(C)C)cc1	-32	-3	-6	-4	17	-1.0	-4	nt	5
Nc1ccc(NC(=O)CCN2CCOCC2)cc1	-10	-5	-3	-1	-5	-0.9	1	-1.4	3

(next part)
SMILES	PABP1 MLLE inh	CendR NRP1 mod	E coli Lon inh	bovine MsrA act	FAS TE block	Tb MetRS inh	MT1-MMP act inh	MsrA inh	SKN-1 inh
CC(NC(=O)CN(c1ccccc1F)S(C)(=O)=O)c1ccccc1 (stereo unspecified)	3	6	-9	-4	-5	-0.2	1	0.7	7
CC(C)NCCCCOc1ccc(Br)cc1Cl	-7	1	-7	-8	-11	3.6	0	1.4	19
CN(C)c1ccc(NC(=S)NC23CC4CC(CC(C4)C2)C3)cc1	-1	14	11	-5	6	-0.9	4	0.7	28
O=C(NC(Cc1ccccc1)C(=O)O)/C(=C\c1ccccc1F)NC(=O)c1ccccc1 (stereo unspecified)	3	9	0	-3	-4	-1.0	-1	2.2	-2
COc1cc2c(-c3cc(F)cc(F)c3)c(-c3ccsc3)oc(=O)c2cc1OC	-1	3	-9	-4	15	0.3	-5	-0.7	4
O=C(Nc1ccccc1F)C1CC1c1ccccc1 (stereo unspecified)	-3	-13	3	-5	-1	-0.4	1	0.7	3
CCSc1nc2ccccc2n1S(=O)(=O)c1ccccc1	-12	-14	-3	-1	-3	-0.2	5	-0.4	27
COc1ccc(N2C(=O)CC(NC34CC5CC(CC(C5)C3)C4)C2=O)c(OC)c1 (stereo unspecified)	6	-2	2	0	-4	-1.4	4	-0.7	4

One compound at a time, from the list above. Values in the order: PABP1 MLLE inh | CendR NRP1 mod | E coli Lon inh | bovine MsrA act | FAS TE block | Tb MetRS inh | MT1-MMP act inh | MsrA inh | SKN-1 inh
Profile of CCSc1nc2ccccc2n1S(=O)(=O)c1ccccc1 = -12 | -14 | -3 | -1 | -3 | -0.2 | 5 | -0.4 | 27
Profile of CN(C)c1ccc(NC(=S)NC23CC4CC(CC(C4)C2)C3)cc1 = -1 | 14 | 11 | -5 | 6 | -0.9 | 4 | 0.7 | 28
Profile of COc1cc2c(-c3cc(F)cc(F)c3)c(-c3ccsc3)oc(=O)c2cc1OC = -1 | 3 | -9 | -4 | 15 | 0.3 | -5 | -0.7 | 4
Profile of CC(C)NCCCCOc1ccc(Br)cc1Cl = -7 | 1 | -7 | -8 | -11 | 3.6 | 0 | 1.4 | 19
Profile of O=C(NC(Cc1ccccc1)C(=O)O)/C(=C\c1ccccc1F)NC(=O)c1ccccc1 (stereo unspecified) = 3 | 9 | 0 | -3 | -4 | -1.0 | -1 | 2.2 | -2
